Screening data deposited in PubChem BioAssay by National Center for Advancing Translational Sciences (NCATS).
EPAC1 agonist: EPAC1 (human) agonism. O95398. EPAC1 agonist qHTS, biochemical assay; response scale: 100% = response to 6.5 mM cAMP. Potency, µM (top dose mostly 154 µM), for the others: top-dose activation, hits mostly activators. 360,000 compounds, 0.073% hits; further: potency means the concentration at half of the fitted maximal effect; nearly all actives have a fitted effect of over 60% in size
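Multi-concentration qHTS readout: loss of Rap1B-bound BODIPY-GDP fluorescence driven by 100 nM EPAC1 with excess GDP (50 uM), monitored kinetically at room temperature; agonist response expressed relative to 6.5 mM cAMP.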
EPAC1 antagonist: EPAC1 (human) antagonism; 360,000 compounds, 0.14% hits; EPAC1 GEF assay, Rap1b-BODIPY-GDP exchange fluorescence; Potency, µM (top dose mostly 115 µM), for the others: at the top dose activity change, negative = inhibition, usual class: inhibitors;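 further: potency means the concentration at half of the fitted maximal effect; plate controls were vehicle for no effect and positive control for full effect; nearly all actives have a fitted effect of over 50% in size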
IL-2 act: activates IL-2 in a cell-based reporter assay; activation, % (series mostly up to about 46 µM); IL-2 activation reporter assay, cell-based qHTS; stimulated with anti-CD3/CD4/CD28 beads; in transgenic mouse T cells; 360,000 compounds, 0.065% hits; in the data active means activation above about 50%; inconclusive means mostly about 30% to 49%; further: 0% is about no effect
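First, unstimulated transgenic mouse T cells were exposed to compound for 60 min. Next, anti-CD3/anti-CD4-coated beads with anti-CD28 were added. Finally, after 18 h at 37 degrees C, EGFP and DsRed were imaged.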
GLP1R cytotox: cytotoxic in the GLP-1 receptor inverse agonist counter-screen; HEK293 cAMP-luciferase reporter cells, luminescence, 24 h; Potency, µM (series often up to 38.3 µM), inactives show at the highest dose activity change, negative = inhibition, hits mostly inhibitors; 410,000 compounds, 0.13% hits; AID 624418;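 further: loss of luciferase light is scored as toxicity; potency means the concentration at half of the fitted maximal effect; on the % scale 0 is the no-effect control and ±100 the full control effect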
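Cells in DMEM/10% Nu serum/1% pen-strep, 1536-well format. Pre-incubated 12 h, dosed with 23 nL compound, incubated a further 24 h. Luciferase detection, 12 min at room temp, luminescence.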
PTHR1 agonist: activates the human parathyroid hormone receptor PTHR1. HEK293 GP2 PTHR1 cells, GloSensor cAMP luminescence, 1 h. Potency, µM (series often up to 115 µM), for the others: at the highest dose activation, usual class: activators. 410,000 compounds, 0.075% hits; further: potency means the concentration at half of the fitted maximal effect; nearly all actives have a fitted effect of over 55% in size; some results filed as inactive show a strong effect at the top dose; inactives centre near -15; many of its hits are not listed in these tables
Target sequence (Q03431 whole entry, looked up): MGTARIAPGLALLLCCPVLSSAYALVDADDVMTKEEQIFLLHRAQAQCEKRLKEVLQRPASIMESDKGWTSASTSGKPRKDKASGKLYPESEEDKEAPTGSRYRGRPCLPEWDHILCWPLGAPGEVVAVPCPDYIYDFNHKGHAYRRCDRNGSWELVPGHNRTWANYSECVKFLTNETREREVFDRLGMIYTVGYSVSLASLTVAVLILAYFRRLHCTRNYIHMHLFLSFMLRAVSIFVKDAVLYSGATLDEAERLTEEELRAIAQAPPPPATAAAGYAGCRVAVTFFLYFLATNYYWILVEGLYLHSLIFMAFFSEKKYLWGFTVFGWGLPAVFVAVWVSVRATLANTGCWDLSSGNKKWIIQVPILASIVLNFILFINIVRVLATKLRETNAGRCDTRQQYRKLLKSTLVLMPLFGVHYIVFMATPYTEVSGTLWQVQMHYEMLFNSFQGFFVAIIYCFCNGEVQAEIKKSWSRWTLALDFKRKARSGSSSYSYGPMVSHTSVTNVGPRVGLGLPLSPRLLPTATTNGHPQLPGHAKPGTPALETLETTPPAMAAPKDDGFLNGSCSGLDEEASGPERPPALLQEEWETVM
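HEK-293-derived GP2 cells expressing PTHR1 and a GloSensor cAMP reporter, 3,000/well, plated overnight, given luciferin plus IBMX (each 0.5 mM as added) for 1 h at 37 °C, then compound for 1 h at 37 °C. Luminescence was read after 15 min at room temperature.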
PI5P4K alpha inh: inhibitors of human PI5P4K alpha; PI5P4Kalpha enzyme, ADP-Glo luminescence, 60 min; hits give low values; max response, %; 330,000 compounds, 1.2% hits; active means max response of -50% or lower; inconclusive means between -30% and -50%; inactive means -30% or higher; further: value at the top dose of about 77 µM; on the % scale 0 is the no-effect control and ±100 the full control effect
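PI5P4Kalpha ADP-Glo assay; 5 microM ATP final; 60 min RT reaction; HEPES pH 7.4/EGTA/CHAPS, 5% DMSO; controls lacking substrate or enzyme; luminescent end-point.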
GLP-1R agonist: activates the human GLP-1 receptor | 380,000 compounds, 0.007% hits | Potency, µM (highest dose often 45.6 µM), for inactives: at the top dose activation, hits mostly activators | HEK293 GLP-1R CRE-luciferase, luminescence, 4-6 h; cells express a hypersensitive GLP-1R form; further: potency means the concentration at half of the fitted maximal effect; % of control where 0% means no effect
Target sequence (P43220 whole entry, looked up): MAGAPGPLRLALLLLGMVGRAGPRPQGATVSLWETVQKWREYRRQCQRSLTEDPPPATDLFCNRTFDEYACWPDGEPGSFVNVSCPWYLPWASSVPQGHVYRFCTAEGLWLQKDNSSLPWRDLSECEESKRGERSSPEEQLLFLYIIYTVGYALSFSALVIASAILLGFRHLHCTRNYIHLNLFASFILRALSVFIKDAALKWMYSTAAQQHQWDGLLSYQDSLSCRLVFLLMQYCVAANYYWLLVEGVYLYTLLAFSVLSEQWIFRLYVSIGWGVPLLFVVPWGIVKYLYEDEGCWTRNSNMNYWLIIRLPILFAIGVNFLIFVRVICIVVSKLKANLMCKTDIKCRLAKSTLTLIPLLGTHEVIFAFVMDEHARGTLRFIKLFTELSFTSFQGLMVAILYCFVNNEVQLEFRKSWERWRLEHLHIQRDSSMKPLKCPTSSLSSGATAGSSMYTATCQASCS
PLK1 PBD block: inhibitors of human PLK1 polo-box domain binding | P53350 | Plk1 PBD binding of FITC phosphopeptide, fluorescence polarization | Potency, µM, without a hit: max response, negative = inhibition, usual class: inhibitors | 360,000 compounds, 2.8% hits; further: potency means the concentration at half of the fitted maximal effect; series mostly up to about 57 µM; on the % scale 0 is the no-effect control and ±100 the full control effect; nearly all actives have a fitted effect of over 65% in size
GLP1R inv ag: inverse agonists of human GLP-1 receptor | 410,000 compounds, 1.6% hits | P43220 | HEK293 GLP-1R CRE-luciferase, luminescence, 24 h; GLP-1R form is constitutively active | Potency, µM (top dose mostly 38.3 µM), inactives show at the highest dose activity change, negative = inhibition, actives largely listed as inhibitors; further: potency means the concentration at half of the fitted maximal effect; on the % scale 0 is the no-effect control and ±100 the full control effect; nearly all actives have a fitted effect of over 55% in size
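Using stably transfected HEK293 (constitutively active GLP-1R, cAMP-luciferase reporter), compounds were incubated 24 hr and luciferase measured by luminescence.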
Active calls of the source: *; i = inactive; ? = inconclusive; nt = no result given; [ ] = another dose, or the depositor's remark. Unless noted, the call rests on the fitted dose curve; in most records, active means well fitted curve in the direction sought with a large enough effect; inconclusive means small, poorly fitted or top-dose-only effect, or another doubt; inactive means no such curve, though single readings can be large; an effect the other way counts as inactive or inconclusive. Not all compounds are listed (hit frequency here may not be typical).

SMILES | EPAC1 agonist | EPAC1 antagonist | IL-2 act | GLP1R cytotox | PTHR1 agonist | PI5P4K alpha inh | GLP-1R agonist | PLK1 PBD block | GLP1R inv ag
O=C(NCc1ccccn1)Nc1ccccc1 | -5% | 9% | -0.5 | 3% | i | 0 | 5% | 2% | 21%
Cc1sc2nc(CN(Cc3ccccc3)C(=O)NC3CCCCC3)[nH]c(=O)c2c1C | -6% | -9% | -0.5 | -9% | i | nt | -4% | -7% | ?
Cc1ccc(/C=C/C(=O)N2CC(=O)Nc3ccccc32)o1 | 2% | -18% | 0.4 | 4% | i | -13 | 17% | -19% | 54%[activator]
CC(=O)Nc1ccc(NC(=O)CSc2ccc([N+](=O)[O-])cn2)cc1 | 10% | 6% | 0.4 | -3% | i | 2 | 17% | -16% | 14%
O=C(COc1ccc(Br)cc1)Nc1ccc(C(=O)Nc2ccccc2C(=O)O)cc1 | -1% | ? | -1.3 | 6% | -35%[inhibitor] | -58* | 0% | ? | 8%
O=C(O)CCCNC(=O)CC1S/C(=N/N=C/c2ccccc2O)NC1=O (stereo not given) | 20% | 6% | -0.5 | 5% | -6% | ? | -4% | -9% | 11%
CCOc1cc(NC(=O)Nc2ccccc2)c(OCC)cc1NC(=O)CC | 1% | -1% | 0.3 | -7% | i | 2 | 1% | 1% | -2%
O=C(C[n+]1ccc2ccccc2c1)c1cccc2ccccc12 | 16% | 9% | -0.1 | -11% | i | -12 | -6% | 24µM* | -23%
CCC(C)[C@H]1CNC(=O)C(=O)N1CCCc1cc(OC)c(OC)c(OC)c1 (stereo not given in full) | -9% | -12% | 0.1 | -5% | i | 4 | 6% | 6% | 18%
CCc1ccc(NC(=O)C(NS(=O)(=O)c2ccc3c(c2)CCN3C(C)=O)C(C)C)cc1 (stereo not given) | 8% | -21% | 11 | 8% | -13% | 9 | 3% | -16% | 12%
CCc1ccc(N(C(=O)c2snc(C(N)=O)c2N)C(C(=O)NC2CCCC2)c2ccncc2)cc1 (stereo not given) | -10% | 5% | -1.2 | -1% | i | -1 | 1% | -5% | -1%
COC(=O)c1ccc(CNC(=O)Cn2cnc3c(OCc4ccccc4)ncnc32)cc1 | 6% | -3% | 0.4 | 0% | i | 1 | 5% | -6% | 13%
Cc1ccc(NC(=O)Cn2nnc(C(=O)NCc3ccc(Cl)cc3)c2N)cc1F | 2% | 5% | -1.8 | 31%[activator] | -19% | -6 | -5% | -4% | 34%[activator]
Cc1nnc(SCC(=O)N(C(C)C)C(C)C)nc1C | -2% | 9% | 1.6 | 0% | i | 2 | -14% | -5% | 1%
O=S(=O)(N1CCOCC1)N1CCN(c2ccc(F)cc2)CC1 | 23% | 7% | -0.4 | -6% | i | nt | -4% | -8% | 1%

Three entries already listed, ordered by the value under PI5P4K alpha inh, smallest number first.
Molecule,EPAC1 agonist,EPAC1 antagonist,IL-2 act,PTHR1 agonist,PI5P4K alpha inh,GLP-1R agonist,PLK1 PBD block,GLP1R inv ag
Cc1ccc(/C=C/C(=O)N2CC(=O)Nc3ccccc32)o1,2%,-18%,0.4,i,-13,17%,-19%,54%[activator]
Cc1ccc(NC(=O)Cn2nnc(C(=O)NCc3ccc(Cl)cc3)c2N)cc1F,2%,5%,-1.8,-19%,-6,-5%,-4%,34%[activator]
O=C(NCc1ccccn1)Nc1ccccc1,-5%,9%,-0.5,i,0,5%,2%,21%

(cont.)
SMILES | EPAC1 agonist | EPAC1 antagonist | IL-2 act | GLP1R cytotox | PTHR1 agonist | PI5P4K alpha inh | GLP-1R agonist | PLK1 PBD block | GLP1R inv ag
COc1ccc(/C(N)=N/OC(=O)Oc2ccccc2)cc1OC | 6% | -25% | 0.1 | 23% | -9% | 0 | 1% | -3% | 3%
Cc1cccc(N2C(=O)CSC23C(=O)N(Cc2cccc(C(F)(F)F)c2)c2ccccc23)c1 (stereo not given) | nt | nt | nt | 11% | -23% | nt | 3% | nt | ?
O=C(CCCN1C(=O)/C(=C\c2cccs2)SC1=S)Nc1cccnc1 | 1% | 0% | -1.1 | -22% | -13% | -5 | -26% | -4% | -28%
O=C(NCC1CCCCC1)c1cccnc1Cl | 4% | 2% | -0.1 | 11% | i | 6 | 14% | -13% | 18%
O=C(CN1C2CCCC1CC(NC(=O)c1ccco1)C2)Nc1ccccc1C(F)(F)F (stereo not given) | 4% | 5% | -0.1 | -12% | -25% | -2 | -4% | -4% | ?
COCCNC(=O)c1ccccc1NC(=O)Cc1ccccc1 | 3% | ? | -0.5 | 13% | 13% | 1 | 9% | -22% | 11%
CC1(C)CC(=O)c2cnc(NC(=O)Cc3ccc(Cl)cc3)nc2C1 | -2% | 10% | -2.7 | -2% | i | -25 | -12% | 19µM* | 1%
COc1ccccc1C(=O)C1CCCN(C(=O)c2cccc(-n3cccn3)c2)C1 (stereo not given) | 4% | 7% | 0.0 | 4% | i | 0 | 11% | -5% | -17%
CC(C)c1ccc(NC(=O)C2(C)Cc3c(-c4ccc(C(N)=O)cc4)ccnc3O2)cc1 (stereo not given) | -10% | -24% | -0.9 | -5% | -53%[inhibitor] | -3 | 9% | 3% | -15%
CC(C)(C)NC(=O)C(c1cccs1)N(CC1CCCO1)C(=O)c1ccc(-c2ccccc2)[nH]1 (stereo not given) | 1% | -13% | 1.1 | -3% | i | -3 | 3% | -3% | ?
CCN1CCN(C(=O)C2CCN(Cc3cc(Cl)ccc3O)CC2)CC1 | -7% | 1% | -3.2 | -31% | -14%[57.5 µM] | nt | -3% | -1% | ?
CSc1cnn(-c2ccccc2)c(=O)c1SC | 7% | 2% | 2.0 | 4% | 2%[57.5 µM] | nt | 40% | ? | 1%
O=C(/C=C/c1ccco1)NCC1CCCO1 (stereo not given) | -6% | 9% | -2.6 | -1% | i | 3 | -1% | -13% | -6%
CC(CCc1ccccc1)NC(=O)COC(=O)CC1CC2CCC1C2 (stereo not given) | 0% | -6% | 0.6 | -17% | -25% | 23 | -1% | -2% | 0%
O=C(Nc1ccc(OCc2cc(=O)n3c4c(sc3n2)CCCC4)cc1)c1cccc(F)c1 | nt | nt | nt | 1% | -22% | nt | 0% | nt | 7%
c1ccc(CN2CCN(C3CCCSc4ccccc43)CC2)cc1 (stereo not given) | 10% | 3% | 0.0 | 10% | -47%[inhibitor] | -1 | -2% | 7% | ?
COc1ccccc1-c1cnc(C(O)c2ccc(SC)cc2)[nH]1 (stereo not given) | -18% | -10% | -1.0 | 5% | i | -3 | 1% | 5% | ?
CCc1ccccc1NC(=O)CSc1nc2ccccc2nc1N1CCOCC1 | -3% | -15% | -0.1 | 4% | i | -2 | -4% | -16% | 2%
O=C(COC(=O)c1ccc(F)cc1)Nc1ccccc1N1CCOCC1 | -6% | 0% | -1.0 | -7% | -10% | -13 | -7% | -23% | -1%
COC(=O)c1ccccc1NC(=O)CCc1c(C)nc2cc(-c3ccc(Cl)cc3)nn2c1C | nt | nt | nt | 1% | i | nt | 2% | nt | 22%
O=C(Nc1nc2c(s1)CCCC2)c1cc(-c2ccccc2)nc2ccccc12 | 4% | 9% | -0.3 | -18% | i | 18 | -11% | -2% | ?
CC1=C(C(=O)Nc2cccc(C(=O)NC3CCCC(C)C3C)c2)SCCO1 (stereo not given) | 13% | 1% | -1.6 | -17% | -11% | -3 | 14% | -10% | ?
CN(CC(=O)Nc1ccc(F)cc1)C(=O)c1cc(-c2cccs2)nn1-c1ccccc1 | -2% | 0% | -0.1 | -2% | -21% | 9 | 0% | 0% | -14%
CCOC(=O)c1sc(NC(=O)CCCn2nc([N+](=O)[O-])cc2C)c(C(=O)OCC)c1C | 17% | 23% | -0.5 | 13%[1.53 µM] | -19% | 13 | 0% | -5% | 9%
CCc1ccc(NS(=O)(=O)c2cccc3nsnc23)cc1 | 7% | -7% | 0.5 | 2% | -17% | 0 | 23% | 0% | ?
Cn1c(=O)c(C(=O)CCl)c(N)n(Cc2ccccc2)c1=O | 3% | -11% | -0.4 | ? | -36%[inhibitor] | 2 | 8% | -25% | -3%
Cc1cc(NC(=O)CSc2nc3cc(Cl)ccc3c(=O)n2C(C)C)no1 | 3% | 5% | -4.5 | -2% | i | -2 | -7% | -9% | 2%
CCCS(=O)(=O)NC(=O)C1(C)CCN(C(=O)c2ccc(F)c(Cl)c2)C1 (stereo not given) | 3% | 0% | -0.1 | -7% | i | 4 | -5% | -1% | 19%
CCOC(=O)c1[nH]c(C)c(C(=O)NCc2ccccn2)c1C | -10% | 2% | -1.0 | -1% | i | nt | -8% | -2% | 26%
CC(C)(O)C#Cc1ccc(C(=O)N2CCC(CCC(=O)NC3CC3)CC2)cc1 | 5% | 0% | 0.4 | 11% | -16% | 5 | -12% | 1% | 6%
CCCCN(C(=O)CSc1ncn[nH]1)c1c(N)n(Cc2ccccc2)c(=O)[nH]c1=O | -6% | -9% | 0.6 | 0% | 11% | -2 | 2% | -5% | -5%
O=C(NCc1ccccc1)C1C(c2ccc3c(c2)OCO3)=Nc2ccccc2N1C(=O)c1cccc2ccccc12 (stereo not given) | 11% | 4% | 0.2 | 1% | -4% | 1 | nt | 3% | ?
Cc1cc(NC(=O)Cc2ccccc2C)no1 | -4% | 11% | -0.5 | -7% | -19% | 5 | 0% | -5% | -10%
Cc1cc(NC(=S)NC(=O)/C=C/c2ccc(S(=O)(=O)N3CCOCC3)cc2)ccc1Br | 0% | -9% | -2.9 | 0% | -9% | 0 | 10% | -20% | 6%
CCCCN(CCCC)Cc1ccc(C(=O)NN)o1 | -12% | 17% | -0.2 | -10% | -16% | 0 | -5% | 2% | 17%
COc1ccc(NC(=O)Nc2ccccc2F)cc1Cl | -14% | -16% | -1.5 | -9% | i | 11 | 14% | -18% | -8%
O=C(CCCN1C(=O)c2cccc3cccc(c23)C1=O)NCc1cccnc1 | 6% | -14% | 0.8 | -6%[0.307 µM] | i | 3 | 0% | -16% | 6%[0.307 µM]
CCCCn1c(-c2nn(C)cc2Cl)n[nH]c1=S | 0% | -10% | 1.0 | 6% | i | -7 | 7% | -12% | 2%

Single values from above:
Entry for Cc1cc(NC(=O)Cc2ccccc2C)no1 under GLP-1R agonist: 0%
Entry for CCCCN(CCCC)Cc1ccc(C(=O)NN)o1 under PLK1 PBD block: 2%
